Tau fluor counter – counter-screen for tau fibril formation inhibitors. tau K18 P301L Alexa594 fluorescence, heparin fibrillization. Potency, µM (top dose mostly 57.7 µM), inactives show at the top dose activity change, negative = decrease. hit rate 0.93% among 280,000. AID 1463; further: on the % scale 0 is the no-effect control and ±100 the full control effect; nearly all actives have a fitted effect of over 55% in size
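Human K18 P301L tau (15 uM unlabeled plus 0.24 uM Alexa 594-labeled, final) in 100 mM sodium acetate pH 7 was mixed with compound and 20 uM heparin and incubated 6 hr at 37 C.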
JMJD2E inh – JMJD2E (human) inhibition; B2RXH2; JMJD2E catalytic domain, FDH-coupled NADH fluorescence (FDH is formaldehyde dehydrogenase); Potency, µM (series often up to 57.1 µM), for the others: at the highest dose activity change, negative = inhibition, usual class: inhibitors; hit rate 1.6% among 230,000; AID 2147; active means well fitted inhibition curve with a large enough effect, not every such curve was filed as active; inconclusive means small, poorly fitted or top-dose-only effect, or another doubt; inactive means no such curve, though single readings can be large or run the other way;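 further: 0% = wells with enzyme and -100% = buffer wells without enzyme; nearly all actives have a fitted effect of over 50% in size; many of its hits are not listed in these tables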
Target sequence (B2RXH2 1-337 limits assumed): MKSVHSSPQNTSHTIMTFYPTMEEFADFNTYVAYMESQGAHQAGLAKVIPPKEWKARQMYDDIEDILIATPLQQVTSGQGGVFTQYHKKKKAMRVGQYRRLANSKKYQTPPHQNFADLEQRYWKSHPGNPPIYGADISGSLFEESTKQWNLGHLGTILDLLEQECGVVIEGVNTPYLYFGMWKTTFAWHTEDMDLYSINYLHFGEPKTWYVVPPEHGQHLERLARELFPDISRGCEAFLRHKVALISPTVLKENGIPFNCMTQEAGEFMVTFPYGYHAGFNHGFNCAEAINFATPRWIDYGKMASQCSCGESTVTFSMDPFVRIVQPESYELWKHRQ
SMN2 splice enh – increases expression of the SMN2 splice variant; HEK293 SMN2-luciferase splicing reporter, luminescence, 30-36 h; Potency, µM (series often up to 46.1 µM), for the others: at the highest dose activity change, positive = activation, most hits filed as activators; hit rate 2.8% among 210,000; AID 1458; further: % of control where 0% means no effect; nearly all actives have a fitted effect of over 55% in size
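HEK293 cells carry an SMN2 […]–luciferase reporter in which exon 7 inclusion puts luciferase in frame. Cells were plated 10-12 h before compound addition, then incubated 30-36 h at 37C. ONE-Glo luminescence was read; sodium butyrate at 4.5 mM final served as control.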
ALDH1A1 block – inhibitors of human aldehyde dehydrogenase 1A1. P00352. Purified ALDH1A1, NADH fluorescence, propionaldehyde substrate. Potency, µM (highest dose often 75.3 µM), for inactives: top-dose activity, negative = inhibition, usual class: inhibitors. hit rate 7.3% among 220,000. AID 1030; active means well fitted inhibition curve with a large enough effect, not every such curve was filed as active; inconclusive means small, poorly fitted or top-dose-only effect, or another doubt; inactive means no such curve, though single readings can be large or run the other way;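 further: plate controls were no enzyme wells and a reference inhibitor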
Target sequence (P00352 whole entry, looked up): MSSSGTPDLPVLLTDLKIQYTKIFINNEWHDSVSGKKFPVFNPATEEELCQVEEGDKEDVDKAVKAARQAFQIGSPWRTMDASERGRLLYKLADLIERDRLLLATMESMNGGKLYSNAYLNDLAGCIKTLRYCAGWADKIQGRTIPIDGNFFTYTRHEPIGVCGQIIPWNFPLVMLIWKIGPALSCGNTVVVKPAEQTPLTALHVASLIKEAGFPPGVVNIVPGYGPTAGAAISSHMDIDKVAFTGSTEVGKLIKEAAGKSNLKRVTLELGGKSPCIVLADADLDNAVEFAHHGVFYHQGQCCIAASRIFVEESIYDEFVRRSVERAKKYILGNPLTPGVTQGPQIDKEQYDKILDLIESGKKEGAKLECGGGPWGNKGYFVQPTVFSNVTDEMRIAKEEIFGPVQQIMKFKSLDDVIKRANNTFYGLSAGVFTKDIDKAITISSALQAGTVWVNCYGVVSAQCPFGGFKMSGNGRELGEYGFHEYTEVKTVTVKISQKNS
Tau fibril FP – tau fibrillization inhibition (FP) | P10636 | K18 P301L tau heparin fibrillization, Alexa594 FP, 6 h | Potency, µM (highest dose often 57.7 µM), inactives show at the highest dose activity, negative = inhibition, most hits filed as inhibitors | hit rate 0.39% among 280,000; further: on the % scale 0 is the no-effect control and ±100 the full control effect; nearly all actives have a fitted effect of over 55% in size
Target sequence (P10636 561-689 P618L limits assumed): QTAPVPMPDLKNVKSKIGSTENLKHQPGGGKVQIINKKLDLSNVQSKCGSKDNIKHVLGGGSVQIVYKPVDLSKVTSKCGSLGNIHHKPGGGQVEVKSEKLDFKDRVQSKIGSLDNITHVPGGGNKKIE
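Read-out: fluorescence polarization of Alexa 594-labeled tau (0.24 uM), 555 nm excitation, 632 nm emission. Mixtures held 15 uM unlabeled K18 P301L, compound and 20 uM heparin, pH 7 acetate buffer, incubated 6 hr at 37 C.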
HttQ103 aggreg – inhibitors of mutant huntingtin aggregate formation in PC12 cells; PC12 HttQ103-GFP aggregates, Acumen cytometry, 40 h; Potency, µM (series often up to 46.1 µM), for the others: at the highest dose activity change, negative = inhibition, hits mostly inhibitors; hit rate 1.1% among 220,000; AID 1688; further: on the % scale 0 is the no-effect control and ±100 the full control effect; nearly all actives have a fitted effect of over 60% in size
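Quantitative HTS on tebufenozide-induced (100 nM) PC12 cells stably expressing polyQ103 Huntingtin exon 1–GFP. Reduction of bright GFP aggregates, detected by laser scanning cytometry after lysis, identified actives across the titration.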
HTT cytoprotect – Huntington cell model cytoprotection by ATP luminescence. PC12 HTT-Q103 induced, cytoprotection, ATP luminescence, 40 h. Potency, µM (doses to about 56.4 µM), without a hit: cytoprotection (ATP increase), most hits filed as activators. hit rate 0.14% among 230,000;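 further: % of control where 0% means no effect; nearly all actives have a fitted effect of over 45% in size; toxic huntingtin expression switched on by the ecdysone agonist tebufenozide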
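Compounds were screened for protection of PC12 cells against cell death after tebufenozide induction (100 nM final) of mutant Huntingtin exon 1 (Q103) fused to GFP.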
Tau ThT inhib – blocks human tau fibril formation measured by thioflavin T; P10636; recombinant tau K18 P301L, heparin-induced fibrillization, ThT fluorescence; Potency, µM (highest dose often 57.4 µM), without a hit: at the top dose activity, negative = inhibition, hits mostly inhibitors; hit rate 2.1% among 270,000; AID 1460; further: on the % scale 0 is the no-effect control and ±100 the full control effect; nearly all actives have a fitted effect of over 55% in size
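Fibril formation assay: tau K18 P301L at 15 uM with trace Alexa 594 label, heparin inducer 20 uM, pH 7 sodium acetate buffer, 37 C for 6 hr; endpoint ThT signal.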
Numbers without * were called inactive; ? = inconclusive; · = no result given; & = joins results of further samples; [ ] = remark or other dose. Unless noted, the call rests on the fitted dose curve; in most records, active means well fitted curve in the direction sought with a large enough effect; inconclusive means small, poorly fitted or top-dose-only effect, or another doubt; inactive means no such curve, though single readings can be large; an effect the other way counts as inactive or inconclusive. Potency means the concentration at half of the fitted maximal effect. This is a subset (hit frequency here may not be typical).

Fields: Tau fluor counter | JMJD2E inh | SMN2 splice enh | ALDH1A1 block | Tau fibril FP | HttQ103 aggreg | HTT cytoprotect | Tau ThT inhib
1	C/C=C(/C)C(=O)O[C@@H]1[C@H](OC(=O)C=C(C)C)c2c(ccc3ccc(=O)oc23)OC1(C)C
 : -15.1% | ? | -11.1% | ? | -2.1% | 30.1% | · | -9.2%
2	CC1CC(C)(C)NC(=S)N1CCC(=O)N1CCN(Cc2ccccc2)CC1 (stereo not given)
 : -6.6% | -6.0% | 8.0% | 1.2% | -9.1% | 11.9% | -13.8% | -7.8%
3	CCn1c(=S)[nH]c2nc3c(cc2c1=O)CCCC3
 : 2.0% | 2.9% | -20.9% | 11.6% | 6.1% | -7.4% | -39.6%[inhibitor] | -8.0%
4	Cc1ccc(NC(=O)COc2ccc(-n3cnnn3)cc2)cc1C
 : -8.8% | 9.1% | -6.5% | ? | 3.7% | 11.4% | 0.0%[10 µM] | -10.9%
5	COCCn1c(-c2ccc(Cl)cc2)cnc1SCC(=O)NCc1cccs1
 : -3.6% | -0.6% | -23.1% | 7.1% | 3.3% | -23.5% | -7.1% | -1.4%
6	O=C(CNC(=S)N(Cc1ccccc1)Cc1ccccc1F)NCc1ccccc1
 : -26.8% | -15.2% | -37.9%[inhibitor] | 10µM* | 0.6% | ? | 26.4%[10 µM] | -8.4%
7	Clc1cccc(Cl)c1Cn1nnc(-c2cccs2)n1
 : -11.8% | 9.7% | 22.7% | 0.6% | -9.3% | 1.9% | 46.9%[10 µM] | -6.3%
8	CCOC(=O)c1cccc(NC(=O)[C@H](CSCc2ccccc2)N2Cc3ccccc3C2=O)c1
 : -27.3% | · | 9.0% | · | -9.5% | · | · | -5.9%
9	O=C(CSc1nc2ccccc2c(=O)[nH]1)c1ccc(O)c(O)c1
 : 0.7% | 25.1µM* | -1.0% | ? | 7.2% | -16.7% | -3.4% | ?
10	COC(=O)c1ccccc1NC(=O)Cn1c(=O)n(CCC(=O)NC2CCN(Cc3ccccc3)CC2)c(=O)c2ccccc21
 : -29.1% | -3.6% | · | · | 6.1% | -5.3%[9.22 µM] | 27.5%[10 µM] | ·
11	CCCCN(CCCC)c1nc2ccccc2nc1C(C#N)C(=O)NCCCOC (stereo not given)
 : -4.8% | -1.9% | · | ? | -0.8% | ? | 10.2% | -14.6%
12	CCOc1cc(C(N)=O)cc(Cl)c1OCC
 : 4.9% | 9.2% | -12.4% | -10.1% | -2.1% | ? | 15.0%[10 µM] | 1.8%
13	Cc1cc(C)n(C(=O)c2ccccc2[N+](=O)[O-])n1
 : -0.7% | -2.4% | 12.0% | 7.8% | -5.4% | -16.8% | 0.5%[10 µM] | 1.6%
14	NC(=O)c1sc(=S)n(-c2ccc(Br)cc2)c1N
 : -16.8% | -10.5% | -14.0% | 0.0% | 0.5% | -24.9% | 1.9% | -16.6%
15	COC(=O)c1ccc(CSc2nnc(-c3c[nH]c4ccccc34)n2C)o1
 : -6.7% | 0.6% | 13.1% | ? | 12.6% | 9.4% | -7.5% | -19.0%

Ordered by number of heavy atoms (low to high): part of the list above
Fields: Tau fluor counter | JMJD2E inh | SMN2 splice enh | ALDH1A1 block | Tau fibril FP | HttQ103 aggreg | HTT cytoprotect | Tau ThT inhib
12	CCOc1cc(C(N)=O)cc(Cl)c1OCC
 : 4.9% | 9.2% | -12.4% | -10.1% | -2.1% | ? | 15.0%[10 µM] | 1.8%
14	NC(=O)c1sc(=S)n(-c2ccc(Br)cc2)c1N
 : -16.8% | -10.5% | -14.0% | 0.0% | 0.5% | -24.9% | 1.9% | -16.6%
13	Cc1cc(C)n(C(=O)c2ccccc2[N+](=O)[O-])n1
 : -0.7% | -2.4% | 12.0% | 7.8% | -5.4% | -16.8% | 0.5%[10 µM] | 1.6%
7	Clc1cccc(Cl)c1Cn1nnc(-c2cccs2)n1
 : -11.8% | 9.7% | 22.7% | 0.6% | -9.3% | 1.9% | 46.9%[10 µM] | -6.3%
9	O=C(CSc1nc2ccccc2c(=O)[nH]1)c1ccc(O)c(O)c1
 : 0.7% | 25.1µM* | -1.0% | ? | 7.2% | -16.7% | -3.4% | ?
4	Cc1ccc(NC(=O)COc2ccc(-n3cnnn3)cc2)cc1C
 : -8.8% | 9.1% | -6.5% | ? | 3.7% | 11.4% | 0.0%[10 µM] | -10.9%
15	COC(=O)c1ccc(CSc2nnc(-c3c[nH]c4ccccc34)n2C)o1
 : -6.7% | 0.6% | 13.1% | ? | 12.6% | 9.4% | -7.5% | -19.0%
2	CC1CC(C)(C)NC(=S)N1CCC(=O)N1CCN(Cc2ccccc2)CC1 (stereo not given)
 : -6.6% | -6.0% | 8.0% | 1.2% | -9.1% | 11.9% | -13.8% | -7.8%
6	O=C(CNC(=S)N(Cc1ccccc1)Cc1ccccc1F)NCc1ccccc1
 : -26.8% | -15.2% | -37.9%[inhibitor] | 10µM* | 0.6% | ? | 26.4%[10 µM] | -8.4%
1	C/C=C(/C)C(=O)O[C@@H]1[C@H](OC(=O)C=C(C)C)c2c(ccc3ccc(=O)oc23)OC1(C)C
 : -15.1% | ? | -11.1% | ? | -2.1% | 30.1% | · | -9.2%
8	CCOC(=O)c1cccc(NC(=O)[C@H](CSCc2ccccc2)N2Cc3ccccc3C2=O)c1
 : -27.3% | · | 9.0% | · | -9.5% | · | · | -5.9%
10	COC(=O)c1ccccc1NC(=O)Cn1c(=O)n(CCC(=O)NC2CCN(Cc3ccccc3)CC2)c(=O)c2ccccc21
 : -29.1% | -3.6% | · | · | 6.1% | -5.3%[9.22 µM] | 27.5%[10 µM] | ·

Further entries:
Fields: Tau fluor counter | JMJD2E inh | SMN2 splice enh | ALDH1A1 block | Tau fibril FP | HttQ103 aggreg | HTT cytoprotect | Tau ThT inhib
16	COc1cc(/C=N/NC(=O)CCN2CCN(Cc3ccccc3)CC2)cc(OC)c1OC
 : 3.2% | 5.1% | -26.2% | ? | 2.8% | 0.7% | -17.2%[10 µM] | 8.6%
17	COc1ccc(NS(=O)(=O)c2cc(NC(=O)c3cnccn3)ccc2N2CCCC2)cc1
 : ? | 0.9% | 13.8% | ? | 2.4% | -6.9% | 9.5%[10 µM] | ?
18	COc1ccc(OCC(=O)NC(Cc2c[nH]c3ccccc23)C(=O)O)cc1 (stereo not given)
 : 1.6% | · | -7.2% | · | 2.7% | · | · | -1.9%
19	COC(=O)C(C(=O)OC)[C@@H]1CCCC(=O)C1
 : -10.3%[11.6 µM] | · | · | 15.6%[13.5 µM] | 5.4%[11.6 µM] | · | -24.9%[10 µM] | -6.9%[11.5 µM]
20	COc1ccccc1OCC(=O)OCC(=O)Nc1ncc(Cl)cc1Cl
 : -3.5% | 2.0% | 15.7% | 15.2% | 6.0% | -26.1% | 19.0%[4.97 µM] | -9.1%
21	CO/N=C(\CCC(=O)O)c1cccs1
 : -1.8% | 6.0% | · | · | 1.6% | 5.8%[9.22 µM] | 25.3%[10 µM] | -10.7%
22	O=C1c2ccccc2C(=O)C1c1ccccc1
 : -7.3%&-17.6% | -7.3% | 12.5% | -2.9% | 2.6%&-1.9% | 12.4% | -61.3%[inhibitor] | ?
23	O=C(CSc1ncc(-c2ccccc2)n1CC1CCCO1)N1CCCCC1 (stereo not given)
 : 3.2% | 5.1% | -22.6% | ? | -0.5% | 1.9% | -4.9%[10 µM] | 7.0%
24	Cc1cccc(Cc2c(C)nc3nc(SCC(=O)NC4CCCCC4)nn3c2C)c1
 : -1.7% | · | 3.3% | · | 1.3% | · | · | -8.2%
25	CN(Cc1nc(Cc2cccc(F)c2)no1)CC1COCCO1 (stereo not given)
 : 2.5%[2.34 µM] | 15.7% | · | -2.0% | -5.0%[2.34 µM] | -7.2%[9.22 µM] | 24.8%[10 µM] | 3.9%
26	O=C(c1ccc(F)cc1)C1CCN(C(=S)NCC2CCCO2)CC1 (stereo not given)
 : -6.0% | -12.2% | · | ? | 1.1% | 16.3%[9.22 µM] | 15.4%[10 µM] | -1.9%
27	CCOC(=O)COc1ccc(C)cc1C(=O)c1ccn2nc(-c3ccc(F)cc3)cc2n1
 : -14.7% | · | -5.6% | · | -6.9% | · | · | -1.9%
28	CC(C)(C)c1ccc(C(=O)N2CCCN(c3ccc([N+](=O)[O-])cn3)CC2)cc1
 : -21.5% | -0.2% | · | · | -2.8% | 13.0%[9.22 µM] | -14.7%[10 µM] | -10.7%

Three entries already listed, arranged by the number in Tau fibril FP, highest first:
item | SMILES | Tau fibril FP
16 | COc1cc(/C=N/NC(=O)CCN2CCN(Cc3ccccc3)CC2)cc(OC)c1OC | 2.8%
26 | O=C(c1ccc(F)cc1)C1CCN(C(=S)NCC2CCCO2)CC1 (stereo not given) | 1.1%
28 | CC(C)(C)c1ccc(C(=O)N2CCCN(c3ccc([N+](=O)[O-])cn3)CC2)cc1 | -2.8%

Assay outcomes from PubChem.
